High-throughput results (PubChem BioAssay)
APJ antag: APJ receptor antagonism; P35414; CHO-K1 APJ beta-arrestin complementation, luminescence; inhibition, % at 20 µM; hit rate 0.32% among 330,000; AID 2521;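 active = inhibition above about 40% at 20 µM, limit read from the data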;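 note: cells challenged with 10 nM apelin-13 agonist together with compound; plate controls were apelin-13 plus DMSO wells for no effect and DMSO wells lacking apelin-13 for full effect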
Target sequence (P35414 whole entry, looked up): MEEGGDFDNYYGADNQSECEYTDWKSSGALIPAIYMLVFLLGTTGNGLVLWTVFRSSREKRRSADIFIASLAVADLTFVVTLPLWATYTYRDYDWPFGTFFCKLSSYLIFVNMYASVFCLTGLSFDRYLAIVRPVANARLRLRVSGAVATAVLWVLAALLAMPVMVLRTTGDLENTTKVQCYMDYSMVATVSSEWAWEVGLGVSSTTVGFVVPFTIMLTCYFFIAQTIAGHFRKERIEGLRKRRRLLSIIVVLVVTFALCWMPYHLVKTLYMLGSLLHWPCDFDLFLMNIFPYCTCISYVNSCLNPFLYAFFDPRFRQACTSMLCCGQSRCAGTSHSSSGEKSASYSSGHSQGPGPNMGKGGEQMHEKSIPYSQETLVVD
CXCR6 block: inhibitors of human CXCR6 receptor; O00574; CHO-K1 PathHunter CXCR6 beta-arrestin, luminescence; inhibition, % at 20 µM; hit rate 0.36% among 360,000; AID 602244; in the data active = inhibition above about 34%, passing the limit was not always enough;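 note: antagonist mode with CXCL16 agonist at 10 nM final; 0% = 10 nM CXCL16 with DMSO and 100% = unstimulated wells without agonist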
Target sequence (O00574 whole entry, looked up): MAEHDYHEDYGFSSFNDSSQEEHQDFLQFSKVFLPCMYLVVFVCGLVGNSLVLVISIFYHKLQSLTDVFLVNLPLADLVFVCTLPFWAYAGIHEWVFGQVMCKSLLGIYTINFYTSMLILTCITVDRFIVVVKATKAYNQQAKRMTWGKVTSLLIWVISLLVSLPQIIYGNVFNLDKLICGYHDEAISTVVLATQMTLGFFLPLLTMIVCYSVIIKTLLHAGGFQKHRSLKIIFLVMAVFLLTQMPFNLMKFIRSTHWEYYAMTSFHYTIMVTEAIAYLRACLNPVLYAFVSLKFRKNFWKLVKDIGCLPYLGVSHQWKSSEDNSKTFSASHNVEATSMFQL
tim10-1 inh: inhibits growth of tim10-1 mutant yeast; S. cerevisiae tim10-1 ts strain growth, BacTiter-Glo, 24 h; inhibition, % at 20 µM; hit rate 2.2% among 330,000; AID 463190;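 active = inhibition of at least 40%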;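 note: mutant grown at 25 °C; 0% = DMSO wells with yeast and 100% = wells holding no yeast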
XBP1 UPR activ: activators of adaptive arm of unfolded protein response (XBP1). CHO-XBP1 luciferase reporter, IRE1-XBP1 UPR activation, luminescence; percent of tunicamycin response, DMSO as zero. activation, % at 20 µM. hit rate 0.33% among 330,000. AID 463104;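 active = versus positive control, 20 µM dose yields 30% or more activation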;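 note: 100% = tunicamycin at 10 µg/mL and 0% = DMSO only wells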
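Assay system: CHO-XBP1 luciferase reporter cells; Schedule: 6 h treatment, 37 °C; Detection: glow luminescence from Steady-Glo reagent; Benchmarks: high control tunicamycin 10 µg/mL final, low control DMSO vehicle only.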
CHOP UPR activ: apoptotic UPR (CHOP) activation; CHO-CHOP luciferase reporter, luminescence; percent of tunicamycin response over DMSO baseline; activation, % at 10 µM; hit rate 0.34% among 330,000;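 active = at 10 µM dose, activation of 40% or more, normalized to positive control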;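 note: 100% = tunicamycin at 10 µg/mL and 0% = DMSO alone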
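System: CHO-CHOP luciferase reporter cell line | Buffer or medium: F12 medium containing 10% fetal bovine serum | Doses: One dose, 10 µM in 0.5% DMSO | Times: 6 h compound exposure at 37 °C after overnight seeding | Signal: Luciferase luminescence | Read-out: % activation vs tunicamycin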
Mdm2-MdmX inh: inhibitors of human Mdm2/MdmX interaction | O15151+Q00987 | SaOS-2 split-luciferase Mdm2/MdmX complementation, luminescence | inhibition, % at 8 µM | hit rate 3% among 330,000;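 active = inhibition of at least 50% at 8 µM in the primary screen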
tim23-1 inh: growth inhibitors of tim23-1 mutant yeast; S. cerevisiae tim23-1 growth, BacTiter-Glo luminescence, 24 h; inhibition, % at 20 µM; AID 463212; hit rate 1.3% among 330,000;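 active = growth inhibition of the mutant yeast at or above 50%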;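 note: temperature-sensitive mutant grown at 25 °C; plate controls were DMSO-treated mutant yeast for no effect and medium wells lacking yeast for full effect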
APJ agonist: agonists of human APJ apelin receptor | CHO-K1 APJ PathHunter beta-arrestin, luminescence; 0% DMSO wells, 100% apelin | activation, % at 20 µM | hit rate 0.11% among 330,000 | AID 2520 | P35414;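 active = activation more than six SD over the plate average, tested at 20 µM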;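 note: 0% = DMSO alone and 100% = apelin-13 at 10 nM; some results filed as inactive read as strong as hits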
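Incubation: overnight seeding, 90 min compound at 25 °C, 1 h detection; test system: PathHunter CHO-K1 APJ (AGTRL-1) beta-arrestin reporter cells; amount: 1000 cells/well; doses: one dose, 20 µM compound, 1% DMSO; measured by: beta-gal luminescence; measure: agonist-driven arrestin binding to APJ; benchmarks: negative DMSO alone, positive Apelin-13 at 10 nM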
TIM10 inh: inhibits growth of TIM10 yeast strain | inhibition, % at 10 µM | S. cerevisiae TIM10 strain growth, BacTiter-Glo luminescence, 24 h | hit rate 1.4% among 330,000;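 active = inhibition of 40% or more at the single tested concentration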;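 note: wild-type TIM10 isogenic control strain grown at permissive 25 °C; 0% = DMSO yeast wells and 100% = minimal medium wells without yeast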
* marks the source's active call; other numbers are inactive results; nt = not tested or not shown. This is a subset, so the mix of outcomes need not match the whole.

SMILES,APJ antag,CXCR6 block,tim10-1 inh,XBP1 UPR activ,CHOP UPR activ,Mdm2-MdmX inh,tim23-1 inh,APJ agonist,TIM10 inh
CN(Cc1ccccc1)C(=O)C1CCN(S(=O)(=O)c2cc([N+](=O)[O-])ccc2Cl)CC1,-47,-10,39,1,-0.8,20,24,2,35
CN(C(=O)CC(NC(=O)c1ccccc1Cl)c1ccccc1)c1ccccc1 (stereo unspecified),5,0,33,-1,0.0,-4,25,-3,7
O=C(CC(c1ccccc1)c1ccccc1)NCCO,-8,12,1,-6,-4.0,15,6,-4,4
CN(c1ccc(OCC(=O)N2CCOCC2)cc1)S(=O)(=O)c1ccc(Cl)cc1,-11,-6,-3,-3,1.5,-9,3,-4,-2
Cc1ccc(-c2nnc(SCc3ccc(C#N)cc3)n2Cc2ccco2)cc1,-1,20,29,-1,0.8,-43,38,-5,-14
CC(=O)c1cccc(NC(=O)CSc2nnc(-c3cccnc3)o2)c1,-8,5,11,-1,-1.4,7,11,-1,7
O=C(CCC(=O)c1cccs1)NCc1ccncc1,13,-4,7,0,-0.5,-14,12,-5,23
O=C(c1cc(-c2cccs2)on1)N1CCCc2ccccc21,-3,10,26,1,4.3,5,28,-2,-7
CCc1ccc(NC(=O)C2CCCN2S(=O)(=O)c2ccc3c(c2)C(C)(C)C(=O)N3C)cc1 (stereo unspecified),7,0,7,0,0.8,-12,11,-4,3
N#CCc1c(C#N)c(N)nc(N2CCN(c3ccc(F)cc3)CC2)c1C#N,-7,1,25,2,-0.5,3,-32,1,5
Cc1nnc(NC(=O)c2ccc3nccnc3c2)s1,11,-4,5,0,5.4,7,9,-3,-1
N#Cc1ccsc1NC(=O)C1CCN(C(=O)c2ccc(F)cc2)CC1,-1,-4,2,0,-0.7,8,-6,-3,-6
CCOC(=O)[C@@H]1[C@H]2COc3cc(OC)ccc3[C@@H]2N2C(=O)N(c3cccc(F)c3)C(=O)[C@]12C,15,2,34,-1,-2.0,7,41,-5,12
COc1ccc(N2CCN(C(CNS(=O)(=O)c3cccs3)c3cccnc3)CC2)cc1 (stereo unspecified),-12,5,10,0,0.7,15,-6,-5,-2
CN1C(=O)C2(Oc3ccccc3C3CC(c4ccccc4)=NN32)c2ccccc21 (stereo unspecified),-24,-7,-1,1,2.9,-2,7,4,-2
COc1ccc(CCNC(=O)COC(=O)c2cc(=O)c3ccccc3o2)cc1,15,-3,6,2,0.8,27,13,-3,14
COc1ccc(CN(C(=O)CN2C(=O)NC3(CCC(C)CC3)C2=O)C(C)Cc2cccs2)cc1 (stereo unspecified),-50,7,19,1,-1.8,14,19,-1,8
Cc1c(C(=O)NCCSCc2c(F)cccc2Cl)cnn1-c1ccc(F)cc1,-6,-5,-35,2,0.7,5,7,-2,-32
CC1CCN(CCNC(=S)Nc2ccc(Cl)cc2)CC1,-14,5,-6,-2,0.3,-14,3,-4,12
CCN(C(=O)CCN1C(=O)S/C(=C\c2ccccc2)C1=O)C1CCS(=O)(=O)C1 (stereo unspecified),-1,-1,35,-2,1.8,10,20,0,22
CCCSc1nnc2nc(C)cc(C)n12,10,-5,8,-2,-0.7,14,8,-4,-1
O=c1c2ccccc2c(C=Nc2ccc(S(=O)(=O)Nc3ncccn3)cc2)c(O)n1-c1cccc(Cl)c1,12,nt,10,13,1.8,18,-10,-4,2
COC(=O)Cn1c(C)nc(=O)c(-c2ccccc2)c1C,5,1,4,-4,-0.4,-11,7,4,-4
CC1CCCN(S(=O)(=O)c2ccc3c(c2)c(=O)nc2ccc(Cl)cn23)C1 (stereo unspecified),0,2,17,10,1.9,20,10,0,10
Cc1cc(N2C(=O)C(O)=C(C(=O)c3ccco3)C2c2ccccc2F)no1 (stereo unspecified),-3,0,-6,-4,2.5,18,8,4,-15
CC(=O)c1ccc(NC(=O)Cn2cnc(S(=O)(=O)N3CCCC3)c2)cc1,-9,-20,-8,-3,-0.8,-6,-11,-2,5
CCOC(=O)C1CCCN(Cc2ccc3c(c2)OCO3)C1 (stereo unspecified),12,-4,15,0,0.6,5,-11,-5,-3
CN(CC(=O)O)Cc1nc2ccccc2[nH]1,-8,-8,-10,-2,-1.3,12,-4,1,-2
CCOC(=O)C1=C(C)NC(=O)NC1/C=C/c1ccccc1 (stereo unspecified),10,2,-12,2,0.7,26,3,-2,5
CCCN(C(=O)Cn1ncc2c([nH]c3ccccc32)c1=O)c1ccccc1C,4,2,18,10,2.0,36,19,1,19
CCCn1nnnc1NCc1ccc(N(C)C)cc1,13,-7,-4,-6,1.6,32,5,-2,-1
CSCC[C@H](NC(=O)N1CCn2c1nc1ccccc12)C(=O)NC1CC1,3,0,-5,-6,0.7,-1,-5,-2,7
CC(=O)Nc1sc2c(c1CN1CCCC1)CCCC2,10,3,15,-1,1.1,13,-4,2,-5
O=c1cc(CSc2nnc3ccccn23)c2c(ccc3ccccc32)o1,7,-3,-18,-2,0.2,8,-13,-2,-6
CC(=O)Nc1sc(-c2ccc(Cl)cc2)nc1-c1ccccc1,-5,-8,18,1,1.9,13,23,0,6
CC(C)CCC(O)(CCC(C)C)C(=O)NN1CCCCC1,14,2,0,-1,-2.5,5,15,1,-13
O=C(OCCNc1nc(-c2ccccc2)nc2ccccc12)c1ccncc1,-19,-2,-49,1,0.1,0,-46,-2,-10
O=C(NCCCN1CCOCC1)C(=O)N/N=C/c1ccccc1Cl,22,-3,-3,-2,-0.6,16,2,2,5
O=C(COc1cc2oc(=O)cc(-c3ccccc3)c2cc1Cl)NCC1CCC(C(=O)O)CC1 (stereo unspecified),9,6,-19,-1,1.2,4,-2,-3,3
C=CCn1c(/N=C/c2ccc3c(c2)OCO3)nc2ccccc21,8,4,7,-1,-0.9,0,6,1,15
CCNc1ccc(S(=O)(=O)N(C)C)cc1NCC(=O)Nc1ccccc1Cl,19,-5,18,-3,-1.4,9,1,-2,29
CCOc1ccc(S(=O)(=O)NCCC(=O)OCC(=O)c2ccc(NC(C)=O)cc2)cc1,12,-27,-17,-3,0.6,16,-4,5,-1
CCN1CCN(C(=S)Nc2ccsc2C(=O)OC)CC1,17,-10,-8,-1,-2.0,3,2,0,-10
O=C(NNC(=O)C1CCN(Cc2ccccc2)CC1)c1cccc(Cl)c1,14,-1,1,0,3.3,11,9,-5,-7
CCCN1CCC(NC(=O)CCc2nnc(-c3ccccc3)o2)CC1,-6,0,1,1,-1.5,-23,1,-1,14
CCc1nnc(NS(=O)(=O)c2ccc(NC(=O)c3ccc(S(=O)(=O)N(CC)CC)cc3)cc2)s1,3,0,-10,1,2.5,6,15,-5,11
COc1ccc(C(=O)COC(=O)[C@@H](NS(=O)(=O)c2ccccc2)C(C)C)cc1,-2,3,11,-1,0.8,6,29,1,5
COc1ccccc1C(=O)Nc1ccc(Oc2nnc(-c3ccc(C)cc3)c3ccccc23)cc1,1,10,7,-6,2.3,48,11,-5,-1
Cc1ccccc1OCCNC(=O)CNC(=O)c1ccccc1O,1,-3,6,-2,2.4,-3,-5,-1,-5
O=S(=O)(c1cc(Cl)ccc1Cl)N1CCNCC1,-11,-7,14,4,-2.1,5,5,-1,1
Nc1c(NC=O)c(=O)n(Cc2ccccc2)c(=O)n1Cc1ccccc1,9,-3,0,-2,0.3,3,7,-1,11
Cc1c(NC(=O)c2cccc(F)c2)c(=O)n(-c2ccccc2)n1C,19,-6,-5,-1,0.4,-12,6,-4,7
CCC1=C/C(=C\c2ccc3c(c2)OCO3)C(=O)S1,5,nt,37,-1,1.4,13,42,-5,27
CCN(C(=O)COC(=O)c1c(C)c(-c2ccccc2)nc2ccccc12)C1CCS(=O)(=O)C1 (stereo unspecified),9,-7,16,0,-0.5,27,21,2,-13
CCCNC(=O)C1CCN(S(=O)(=O)c2c(C)noc2/C=C\c2ccc(OC)cc2)CC1,22,4,7,0,1.2,-7,7,2,3
Cc1ccc(NC(=O)C(NC2CCCc3ccccc32)c2ccccc2)cc1Cl (stereo unspecified),8,2,19,-4,-0.2,30,-8,-3,23
c1ccc(Oc2ccc(-c3ccn[nH]3)cc2)cc1,0,-14,28,9,3.2,-49,29,2,27
Cc1cccc(-n2c(C)cc(C(=S)N3CCOCC3)c2C)c1C,21,2,44*,-1,-0.9,20,34,-3,15
COc1cccc(CNc2ccc3c(c2)nc(C)n3C)c1OC,-3,-2,-4,-3,1.5,23,-2,-3,-1
CCc1nc2ccccc2c(C(=O)OCC(=O)Nc2ccc(NC(C)=O)cc2)c1C,0,-10,1,0,0.4,19,4,1,6

Shown field by field: entries from further up
Cc1c(NC(=O)c2cccc(F)c2)c(=O)n(-c2ccccc2)n1C
- APJ antag = 19
- CXCR6 block = -6
- tim10-1 inh = -5
- XBP1 UPR activ = -1
- CHOP UPR activ = 0.4
- Mdm2-MdmX inh = -12
- tim23-1 inh = 6
- APJ agonist = -4
- TIM10 inh = 7
CCC1=C/C(=C\c2ccc3c(c2)OCO3)C(=O)S1
- APJ antag = 5
- CXCR6 block = nt
- tim10-1 inh = 37
- XBP1 UPR activ = -1
- CHOP UPR activ = 1.4
- Mdm2-MdmX inh = 13
- tim23-1 inh = 42
- APJ agonist = -5
- TIM10 inh = 27
CCN(C(=O)COC(=O)c1c(C)c(-c2ccccc2)nc2ccccc12)C1CCS(=O)(=O)C1 (stereo unspecified)
- APJ antag = 9
- CXCR6 block = -7
- tim10-1 inh = 16
- XBP1 UPR activ = 0
- CHOP UPR activ = -0.5
- Mdm2-MdmX inh = 27
- tim23-1 inh = 21
- APJ agonist = 2
- TIM10 inh = -13

Next section:
SMILES,APJ antag,CXCR6 block,tim10-1 inh,XBP1 UPR activ,CHOP UPR activ,Mdm2-MdmX inh,tim23-1 inh,APJ agonist,TIM10 inh
Cc1cc(C)c(NC(=O)c2cccc3c2C(=O)N(C2CCCCC2)C3)c(C)c1,-18,12,49*,-3,-0.8,63*,33,-6,19
COc1ccc(CNC(=O)C(=O)NCC2CCCN2S(=O)(=O)c2cccs2)cc1 (stereo unspecified),1,4,4,2,0.0,2,16,1,0
CC(=O)N[C@H]1C(O)O[C@H](CO)[C@@H](O)[C@@H]1O (stereo partly specified),11,0,3,-5,-3.8,6,-14,-2,9
Cc1cc2c(cc1S(=O)(=O)Nc1cccc(F)c1)n(C)c(=O)c(=O)n2C,-47,-6,-14,-1,-2.2,8,-4,-5,9
Cc1ccc2c(c1)C1CN(C)CCC1N2S(=O)(=O)c1ccc(Oc2ccc([N+](=O)[O-])cc2)cc1 (stereo unspecified),6,5,43*,4,-0.8,-1,25,5,12
Cc1cccc(N(C(=O)c2ccc(Cl)cc2)C2CS(=O)(=O)CC2OC(=O)c2ccc(Cl)cc2)c1 (stereo unspecified),7,6,-2,1,1.1,22,22,-5,4
CCOC(=O)C(C(=O)OCC)C(Nc1cccc(Br)c1)c1ccccc1 (stereo unspecified),11,16,55*,-2,12,42,42,-5,53*
Cc1cc(Br)c(S(=O)(=O)NCc2cccnc2)cc1C,-4,-1,9,-1,0.7,15,10,-2,-1
